E coli WT inh: blocks growth of wild type E. coli BW25113 | 0.05% of 20,000 active | AID 552 | inhibition, % at 10 µM | E. coli BW25113 growth inhibition, OD600; in the data active = inhibition above about 40%;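 note: bacteria exposed to compound for 20 hours at 37 °C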
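Material: bacterial strain in a whole-cell growth screen; Amount: inoculum from a 1:1000 dilution of a 1.5 h subculture; Buffer or medium: LB plus kanamycin 50 µg/mL; Dosing: one dose, 10 µM final; Times: compound exposure of 20 h at 37 °C; Measured by: absorbance at 615 nm as a measure of bacterial growth.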
Numbers without * were called inactive.

SMILES	E coli WT inh
CCOC(=O)C1=C(N)Oc2cc(C)oc(=O)c2C12C(=O)N1c3c(cccc32)C(C)=CC1(C)C (stereo not given)	-13.4
Cc1nc2ccccc2c(=O)n1-c1ccc(F)cc1	-1.7
COc1ccc(CCn2c(O)c(C=NCCCO)c(=O)[nH]c2=O)cc1OC	-19.4
CC12CN3CC(C)(CN(C1)C3c1cccs1)C2O (stereo not given)	-17.4
O=c1[nH]c(N2CCN(Cc3ccc4c(c3)OCO4)CC2)nc2c1CCC2	-6.3
NCC(CC(=O)O)c1ccc(Cl)cc1 (stereo not given)	-5.4
COc1ccc(OC)c(C2=NOC(C(=O)N3CCC4(CC3)OCCO4)C2)c1 (stereo not given)	0.8
O=C1NC(=O)C(Cc2cccs2)C(=O)N1	-20.0
Cc1cc(OCC(=O)O)c2c3c(c(=O)oc2c1)CCCC3	5.2
O=c1[nH]c2c(c(=O)n1C1CCCCC1)CCC2	-12.4
CCOc1cc2[nH]c(=S)n(CCCC(=O)N3CCC4(CC3)OCCO4)c(=O)c2cc1OCC	8.7
Cc1ccnc(-n2c(-c3ccco3)nc3ccccc3c2=O)c1	0.7

The closing 2 entries of the section before open the next one:
SMILES	E coli WT inh
CCOc1cc2[nH]c(=S)n(CCCC(=O)N3CCC4(CC3)OCCO4)c(=O)c2cc1OCC	8.7
Cc1ccnc(-n2c(-c3ccco3)nc3ccccc3c2=O)c1	0.7
Cc1cccc(-n2c(O)c(C=NCc3cccnc3)c(=O)[nH]c2=O)c1C	-15.5
[N-]=[N+]=CC(=O)OC[C@H](N)C(=O)O	7.6
CC(=O)C1=C(C)OC(N)=C(C(=O)OC(C)C)C12C(=O)Nc1ccccc12 (stereo not given)	-21.8
CCC(C(=O)N1CCC2(CC1)OCCO2)c1ccccc1 (stereo not given)	-9.3
Nc1ccccc1C(=O)OC1CSC1	0.0
CN1C[C@H](CNC(=O)OCc2ccccc2)C[C@@H]2c3cccc4c3c(cn4C)C[C@H]21	3.5
Cc1cc(N2C(=O)C3CCCN3C2c2cccc(Cl)c2)no1 (stereo not given)	6.1
Cc1c2ccncc2c(C)c2c1[nH]c1ccccc12	0.8
CN1CCN(C(=O)COc2ccc(C(C)(C)C)cc2Br)CC1	3.7
O=c1cccc2n1CC1CC2CN(Cc2cccc(Cl)c2Cl)C1 (stereo not given)	-17.9
O=C(C1CCCO1)N1CCC2(CC1)OCCO2 (stereo not given)	-10.5
Cc1nn(Cc2ccccc2Cl)c(Cl)c1C(=O)OCC(=O)NCc1ccco1	-3.8
COc1ccc(Cc2nccc3cc(OC)c(OC)cc23)cc1OC	-1.7
COc1ccccc1CN1CCN(C(=O)COc2ccccc2)CC1	1.2
CC(C)N(CCC(C(N)=O)(c1ccccc1)c1ccccn1)C(C)C (stereo not given)	-5.0
COc1ccc(Cn2c(N)c(C(=O)NCc3ccco3)c3nc4ccccc4nc32)cc1OC	-18.9
N#Cc1ccccc1Cn1cc(C(=O)c2cccs2)c2ccccc21	-0.3
Nc1ccc(N2CCN(Cc3ccccc3Cl)CC2)c(Cl)c1	-13.4
O=P(OCC(F)(F)C(F)F)(N1CCCCC1)N1CCCCC1	-0.2
CCSc1cc(C2C(C#N)=C(N)Oc3n[nH]c(C)c32)c(C)o1 (stereo not given)	4.4
COc1ccc(OC)c(N2C(=O)NC(=O)C(CCc3ccncc3)(CCc3ccncc3)C2=O)c1	-3.2
Cc1onc(-c2ccccc2)c1C(=O)N1CCC2(CC1)OCCO2	-2.6
CN1[C@@H]2CC[C@H]1CC(OC(=O)C1C=Nc3ccccc31)C2 (stereo not given in full)	2.3
COc1ccc(CN2CCN(Cc3ccccc3)CC2)c(OC)c1	0.9

Shown bar-delimited: 26 of the compounds above
canonical_smiles | E coli WT inh
CCOc1cc2[nH]c(=S)n(CCCC(=O)N3CCC4(CC3)OCCO4)c(=O)c2cc1OCC | 8.7
Cc1ccnc(-n2c(-c3ccco3)nc3ccccc3c2=O)c1 | 0.7
Cc1cccc(-n2c(O)c(C=NCc3cccnc3)c(=O)[nH]c2=O)c1C | -15.5
[N-]=[N+]=CC(=O)OC[C@H](N)C(=O)O | 7.6
CC(=O)C1=C(C)OC(N)=C(C(=O)OC(C)C)C12C(=O)Nc1ccccc12 (stereo not given) | -21.8
CCC(C(=O)N1CCC2(CC1)OCCO2)c1ccccc1 (stereo not given) | -9.3
Nc1ccccc1C(=O)OC1CSC1 | 0.0
CN1C[C@H](CNC(=O)OCc2ccccc2)C[C@@H]2c3cccc4c3c(cn4C)C[C@H]21 | 3.5
Cc1cc(N2C(=O)C3CCCN3C2c2cccc(Cl)c2)no1 (stereo not given) | 6.1
Cc1c2ccncc2c(C)c2c1[nH]c1ccccc12 | 0.8
CN1CCN(C(=O)COc2ccc(C(C)(C)C)cc2Br)CC1 | 3.7
O=c1cccc2n1CC1CC2CN(Cc2cccc(Cl)c2Cl)C1 (stereo not given) | -17.9
O=C(C1CCCO1)N1CCC2(CC1)OCCO2 (stereo not given) | -10.5
Cc1nn(Cc2ccccc2Cl)c(Cl)c1C(=O)OCC(=O)NCc1ccco1 | -3.8
COc1ccc(Cc2nccc3cc(OC)c(OC)cc23)cc1OC | -1.7
COc1ccccc1CN1CCN(C(=O)COc2ccccc2)CC1 | 1.2
CC(C)N(CCC(C(N)=O)(c1ccccc1)c1ccccn1)C(C)C (stereo not given) | -5.0
COc1ccc(Cn2c(N)c(C(=O)NCc3ccco3)c3nc4ccccc4nc32)cc1OC | -18.9
N#Cc1ccccc1Cn1cc(C(=O)c2cccs2)c2ccccc21 | -0.3
Nc1ccc(N2CCN(Cc3ccccc3Cl)CC2)c(Cl)c1 | -13.4
O=P(OCC(F)(F)C(F)F)(N1CCCCC1)N1CCCCC1 | -0.2
CCSc1cc(C2C(C#N)=C(N)Oc3n[nH]c(C)c32)c(C)o1 (stereo not given) | 4.4
COc1ccc(OC)c(N2C(=O)NC(=O)C(CCc3ccncc3)(CCc3ccncc3)C2=O)c1 | -3.2
Cc1onc(-c2ccccc2)c1C(=O)N1CCC2(CC1)OCCO2 | -2.6
CN1[C@@H]2CC[C@H]1CC(OC(=O)C1C=Nc3ccccc31)C2 (stereo not given in full) | 2.3
COc1ccc(CN2CCN(Cc3ccccc3)CC2)c(OC)c1 | 0.9

Continued:
SMILES	E coli WT inh
CCOc1cccc(N2C(=O)CC(=O)NC2=O)c1	4.7
COc1ccc(C2SCC(=O)Nc3c2c(=O)[nH]n3C2CCCCCC2)cc1OC (stereo not given)	10.1
O=c1[nH]c(=O)n(-c2cccc3ccccc23)c(O)c1C=NCCCn1ccnc1	-3.4
COc1ccc(CCC(=O)N2CCC3(CC2)OCCO3)cc1	-22.4
CCCCn1c(O)c(C=NC2CCCCC2N)c(=O)[nH]c1=O (stereo not given)	-2.7
COc1ccc(CCn2c(O)c(C=NCCCN(C)C)c(=O)[nH]c2=O)cc1OC	3.3
O=C1C2CCN(CC2)C1Cc1ccc(OCCOc2ccccc2)cc1 (stereo not given)	-18.1
C#CCN(C)C(C)Cc1ccccc1 (stereo not given)	3.8
Cc1cccc(N2CCc3c2nc2ccccc2c3N)c1	1.0
O=C1NC(=O)C(CCc2ccncc2)(c2ccccc2)C(=O)N1	-17.5
O=C(c1cc(Br)ccc1Cl)N1CCC2(CC1)OCCO2	1.0
O=c1[nH]c(=O)n(CCC2=CCCCC2)c(O)c1C=NCc1cccnc1	-13.1
O=C(NCc1ccccn1)c1ccccc1Cl	-2.3
COc1ccc(CC[n+]2cc(/N=C(\C)[O-])on2)cc1OC	3.7
CCCCn1c(O)c(C(C)=NCCc2ccccc2)c(=O)[nH]c1=O	-2.3
CC(=O)C1C(=O)NC23CCCCC2C1c1ccccc1O3 (stereo not given)	6.4
O=c1[nH]c(=O)n(CCc2ccccc2)c(O)c1C=NCCN1CCNCC1	9.3
CC(C)[C@@]1(NC(=O)[C@@H]2C=C3c4cccc5[nH]cc(c45)C[C@H]3N(C)C2)O[C@@]2(O)[C@@H]3CCCN3C(=O)[C@H](Cc3ccccc3)N2C1=O	7.8
COc1ccc2[nH]cc(CCN(C)C)c2c1	5.1
O=C(Nc1ccccc1OC(=O)N1CCOCC1)N1CCOCC1	-16.2
C=CCN1C(=O)C2(C(C(=O)OCC)=C(N)Oc3ccccc32)C2=C1CCCC2=O (stereo not given)	-11.7
CCCc1nc2ccccc2c(=O)n1-c1cccc(OC)c1	-13.9
O=C(C(Cc1ccccc1)NS(=O)(=O)c1ccc(F)cc1)N1CCC2(CC1)OCCO2 (stereo not given)	3.2
CC(C)(C)OC(=O)c1c(N)n(Cc2ccco2)c2nc3ccccc3nc12	-3.0
O=C(c1ccccc1)c1cn(CC(=O)N2CCOCC2)c2ccccc12	-13.1
CCOc1cc(C(=O)N2CCC3(CC2)OCCO3)cc(OCC)c1OCC	7.0
Clc1ccc2c(N3CCNCC3)ccnc2c1	-16.8
CCN(CC)C(=O)c1ccc(NC(=O)c2cc(-n3cnnc3)ccc2Cl)cc1	-15.1
O=C(c1ccc2nc(-c3ccco3)c(-c3ccco3)nc2c1)N1CCC2(CC1)OCCO2	3.8
CCCNS(=O)(=O)c1ccc(OCC(=O)N2CCN(Cc3ccccc3)CC2)cc1	6.3
Cc1nn(-c2ccccc2)c2c1CC1(C(=O)N(C)C(=O)N(C)C1=O)C1CCCCN21 (stereo not given)	-1.0
CN(C)CCc1nc2ccccc2c(=O)n1-c1ccccc1	6.9
CN1CCN(c2nc3ccccc3c(=O)n2-c2ccccc2)CC1	-4.3
Cc1ccc(O)c(CN2CCN(c3ccccc3)CC2)c1	0.9
CCn1c(O)c(C=NCc2cccs2)c(=O)[nH]c1=O	-9.2
NC(=O)OCCSc1nnc(-c2cccc(C(N)=S)c2)o1	-0.8
COc1ccc(CC2C(=O)NC(=O)NC2=O)c(OC)c1	9.2

From PubChem BioAssay

This is a subset. The share of hits here may be higher or lower than overall.
